From PubChem BioAssay
D2 ag: D2 dopamine receptor (human) agonism; AID 485358; HEK293 T-REx D2 cells, calcium flux agonist mode; activation, % at 2 µM; P14416; hit rate 0.53% among 340,000;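 active = activation over 3 SD above normal in the single-dose calcium agonist read, cut at about 30% in these data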; note: 0% is about no effect
Target sequence (P14416 whole entry, looked up): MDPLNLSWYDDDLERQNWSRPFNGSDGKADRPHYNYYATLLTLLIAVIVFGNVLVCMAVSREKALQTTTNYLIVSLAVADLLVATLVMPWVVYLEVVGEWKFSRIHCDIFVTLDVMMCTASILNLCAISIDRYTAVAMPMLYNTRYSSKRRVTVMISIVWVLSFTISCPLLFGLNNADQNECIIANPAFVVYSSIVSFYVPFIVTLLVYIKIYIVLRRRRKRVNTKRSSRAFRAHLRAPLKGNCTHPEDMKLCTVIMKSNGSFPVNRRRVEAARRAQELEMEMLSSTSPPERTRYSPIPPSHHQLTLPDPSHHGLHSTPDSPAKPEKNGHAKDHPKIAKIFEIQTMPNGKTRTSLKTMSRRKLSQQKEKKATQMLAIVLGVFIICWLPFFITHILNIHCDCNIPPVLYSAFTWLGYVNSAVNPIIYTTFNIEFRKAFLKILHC
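HEK293 Trex D2 cells, tetracycline-induced, o/n 30 C 5% CO2; no-wash Ca dye, RT 30–90 min; 10-cycle baseline, 23 nl cpd added, kinetic Ca read 180 s; agonist hits = positive Ca response.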
TRHR enhancer: allosteric enhancers of human TRH receptor; hit rate 0.66% among 360,000; TRHR cells, fluo-8 calcium fluorescence, EC20 TRH enhancement; P34981; enhancement, % at 2 µM; in the data active = enhancement above about 30%; note: 0% is about no effect
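TRHR-expressing cells loaded with fluo-8 calcium dye were read kinetically (ex 480/em 530) during compound addition, then stimulated with an EC20 of TRH (10 nM final). Enhancement of the Gq-mediated intracellular calcium response was scored.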
mIDH1 inhibitor: blocks human mutant IDH1 R132H enzyme | O75874 | IDH1-R132H enzyme, NADPH consumption, diaphorase/resazurin fluorescence | Potency, µM (top dose mostly 76.6 µM), for the others: at the highest dose activity change, negative = inhibition, hits mostly inhibitors | hit rate 0.093% among 390,000 | AID 602179; note: potency is the fitted concentration of half-maximal effect; % is set by controls: 0 for no effect and ±100 for the full control effect; nearly all actives have a fitted effect of over 65% in size
Target sequence (O75874 whole entry R132H, stated change not applied): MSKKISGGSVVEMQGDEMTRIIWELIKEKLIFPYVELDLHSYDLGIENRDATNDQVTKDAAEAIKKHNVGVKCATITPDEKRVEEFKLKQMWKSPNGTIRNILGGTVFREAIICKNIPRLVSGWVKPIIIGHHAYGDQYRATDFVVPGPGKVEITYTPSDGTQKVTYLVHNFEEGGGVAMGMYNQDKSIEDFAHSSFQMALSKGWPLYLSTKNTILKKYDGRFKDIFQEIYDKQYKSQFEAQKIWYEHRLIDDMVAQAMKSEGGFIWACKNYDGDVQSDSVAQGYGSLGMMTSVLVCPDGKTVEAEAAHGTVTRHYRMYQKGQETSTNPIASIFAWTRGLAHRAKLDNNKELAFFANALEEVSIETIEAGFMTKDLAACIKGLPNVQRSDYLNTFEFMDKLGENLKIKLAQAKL
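IDH1-R132H (0.5 ug/mL) preincubated 30 min with compound, then NADPH (0.016 mM) and alpha-KG (2 mM) added; 80 min at RT, pH 7.5. Remaining NADPH coupled via diaphorase/resazurin to fluorescence (540/590 nm); concentration-response curves normalized to no-enzyme control.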
TRHR agonist: agonists of human TRH receptor. P34981. TRHR cells, calcium flux fluo-8, FDSS agonist mode. activation, % at 2 µM. hit rate 0.18% among 360,000; in the data active = activation above about 30%; note: 0% is about no effect
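Fluo-8-loaded TRHR cells; 10 s baseline, compound added, kinetic Ca2+ fluorescence read 1/s, agonist mode.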
rTrxR1 inhibitor: rat TrxR1 inhibition; O89049; recombinant rTrxR1, NADPH fluorescence consumption, selenite substrate; Potency, µM (titrated, usually from 114 µM), for the others: top-dose activity change, negative = inhibition, usual class: inhibitors; hit rate 1% among 390,000; note: potency is the fitted concentration of half-maximal effect; % is set by controls: 0 for no effect and ±100 for the full control effect; nearly all actives have a fitted effect of over 65% in size
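Rat TrxR1 (90 nM in the dispensed reagent) was pre-reduced with 400 uM NADPH for 5 min at room temperature, then incubated with compound for 15 min. After 400 uM selenite was added, NADPH fluorescence (Ex 340/Em 450 nm) was followed for 8 min.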
TrxR1 substrate: is turned over as a substrate by rat TrxR1; Potency, µM (titrated, usually from 114 µM), inactives show at the highest dose activity change, negative = substrate turnover; AID 588456; purified TrxR1 substrate turnover, NADPH consumption readout; O89049; hit rate 0.01% among 390,000; note: potency is the fitted concentration of half-maximal effect; % is set by controls: 0 for no effect and ±100 for the full control effect; nearly all actives have a fitted effect of over 50% in size
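Rat TrxR1, dispensed at 90 nM, was prereduced with 400 uM NADPH (final) for 5 min at ~22 deg C, then incubated with compound 15 min before 400 uM selenite. A first-read NADPH fluorescence drop versus no-compound background flagged substrates.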
USP1-UAF1 inh: inhibitors of human USP1/UAF1 deubiquitinase. Potency, µM (doses to about 57.1 µM), without a hit: at the highest dose activity change, negative = inhibition, most hits filed as inhibitors. hit rate 0.23% among 390,000. O94782. recombinant USP1/UAF1, Ub-Rhodamine cleavage fluorescence; note: potency is the fitted concentration of half-maximal effect; % is set by controls: 0 for no effect and ±100 for the full control effect; nearly all actives have a fitted effect of over 60% in size; inactives centre near -12
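Step one: compound is pinned into 1nM USP1/UAF1 in HEPES pH 7.8 buffer with TCEP. Step two: 15 min room-temperature incubation. Step three: Ub-Rho (150nM final) starts cleavage, tracked by fluorescence over six one-minute reads.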
PI4K2A inh: inhibitors of human PI4K2A; Q9BTU6; purified PI4K2A, ADP-Glo luminescence, 1 h; hits give low values; activity change, negative = inhibition, % at 76.9 µM; hit rate 0.13% among 420,000; in the data active = activity change below about -50%;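 note: -100% = wells without enzyme as full effect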
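PI4K2A activity was measured by ADP-Glo luminescence: enzyme (4 ug/mL stock) and phosphatidylinositol (1.2 mM stock) in Tris pH 7.5/MgCl2/EGTA/Triton X-100 buffer were reacted with ATP (300 microM stock) for one hour at ambient temperature.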
D2 antag: antagonizes the human D2 dopamine receptor | P14416 | HEK293 TREx D2 cells, calcium flux, dopamine EC80 | inhibition, % at 10 µM | hit rate 2% among 340,000 | AID 485344; in the data active = inhibition above about 30%; note: 0% is about no effect
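Compounds are added to dye-loaded, induced HEK293 T-REx cells coupled to calcium release via D2; after a 3 min kinetic read an EC80 dopamine stimulus is given and fluorescence is recorded for 3 more min.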
* = called active by the depositor; . = not tested or not shown; [ ] = another dose, or the depositor's remark. Unless noted, calls come from the whole dose curve; as a rule, active = well fitted inhibition curve with a large enough effect; inconclusive = small, poorly fitted or top-dose-only effect; inactive = no such curve, though single readings can be large or run the other way. The order is random; any-hit rate near 3.9%.

compound | D2 ag | TRHR enhancer | mIDH1 inhibitor | TRHR agonist | rTrxR1 inhibitor | TrxR1 substrate | USP1-UAF1 inh | PI4K2A inh | D2 antag
CCOC(=O)NC(CC(=O)O)c1ccc(OCC)cc1 (centres undefined) | -0.4 | 3 | 5% | 0.0 | 4%[57.1 µM] | 4%[57.1 µM] | -11% | -2 | 3
O=C(c1ccccc1)c1c(-c2ccccc2)[nH]n(-c2ccccc2)c(=O)c1=O | . | . | 0% | . | 9% | 7% | -19% | 6 | .
CC(C)(C)NC(=O)CSc1ncnc2c1cnn2-c1ccccc1 | 1.9 | -3 | -2% | -0.1 | 44%[activator] | 3% | -10% | -5 | 9
Cc1ccc(C)c(S(=O)(=O)Nc2nc3ccc(S(N)(=O)=O)cc3s2)c1 | 0.8 | 41* | 0% | 0.5 | 10%[57.1 µM] | -6% | -7% | -2 | -11
Cc1ccc(NC(=O)C(C)OC(=O)c2nc(Cl)ccc2Cl)cc1S(=O)(=O)N1CCOCC1 (centres undefined) | . | . | -2% | . | 0% | -3% | -10% | -7 | .
NC(=O)c1c(N)sc(=S)n1-c1ccccc1 | -0.8 | 2 | 0% | 0.3 | -3% | -10% | -8% | -4 | -26
COc1ccc(C)cc1NC(=O)C(c1ccccc1)N1CCN(CC(=O)N2CCOCC2)CC1 (centres undefined) | -1.7 | -1 | 1% | 0.3 | -5% | -6%[57.1 µM] | -17% | -1 | -15
OCCN(CCO)CC(O)CN1c2ccccc2Sc2ccccc21 (centres undefined) | . | 14 | 5% | -0.6 | 18% | 9% | -19% | -7 | .
COC(=O)c1ccc(OC)c(Cn2c(=O)n(-c3cccc(Cl)c3)c(=O)c3c2c2cc(C)ccc2n3C)c1 | 1.5 | 20 | 6% | 0.3 | 18% | 12% | -1% | -2 | .
O=C(CSc1ccc2c(c1)OCCO2)Nc1ncccc1O | 0.7 | 5 | 10% | 0.0 | 14% | 4% | -17% | 9 | 2
CC1(C)C(=O)Nc2ccccc2N1C(=O)COc1ccc(C#N)cc1 | . | . | -1% | . | -13% | 2% | -6% | -17 | .
Cc1ccc(Nc2nc(N)nc(CSC(=S)N3CCOCC3)n2)c(C)c1 | -0.7 | -3 | 3% | -0.5 | -17% | -19% | -9% | 1 | 12
CCc1ccc(-c2nc(SCC(=O)N3CCOCC3)n[nH]2)cc1 | -0.4 | 3 | 6% | 0.0 | 19%[57.1 µM] | -8%[57.1 µM] | -1% | 5 | 4
CCNCCOC(c1ccccc1)c1ccccc1 | -1.2 | -2 | 0% | 1.7 | 11%[57.1 µM] | 5%[57.1 µM] | 3% | -2 | -4
C/C(=C\C(=O)c1ccc(C)cc1)Nc1ccc(N2CCOCC2)cc1 | -1.1 | -4 | . | -1.2 | . | . | . | . | -3
COc1ccc(C(=O)Nc2ccc(NC(=O)C3CC3)nc2)cc1 | 1.0 | 1 | 5% | -0.1 | 5% | 1% | -13% | -6 | 3
COc1ccc(-c2nc(Cn3c(SCc4cccc(F)c4)nc4ccncc43)c(C)o2)cc1OC | . | -2 | -8% | 0.8 | -2%[57.1 µM] | -4% | -16% | -3 | .
Cc1nc2ccccc2nc1OCc1ccccc1 | 1.7 | 4 | 5% | -0.8 | -9% | -9% | -2% | 1 | -13
CCOC(=O)c1cnc2c(C(F)(F)F)cccc2c1N1CCOCC1 | 0.7 | -2 | -1% | -0.2 | 11%[57.1 µM] | 8%[57.1 µM] | -15% | 0 | -2
CCC(=O)Nc1ccccc1C(=O)OCC(=O)Nc1ccc(S(N)(=O)=O)cc1 | 0.6 | -5 | -1% | 0.2 | -4%[57.1 µM] | 12%[57.1 µM] | -6% | 2 | 18
COc1ccc(CCNC(=O)CCn2c(=O)c3ccccc3n(Cc3ccccc3F)c2=O)cc1OC | -0.3 | 2 | -3% | -1.1 | -18% | -8% | 0% | 2 | .
COc1ccc(-n2c(C)cc(C(=O)CSc3nnc(-c4cccs4)o3)c2C)cc1 | 0.5 | 0 | 17% | 0.2 | -10% | -3% | -15% | -8 | -15
CCn1c(CNC(=O)Cc2ccc(OC)cc2)nnc1SCC(=O)NC1CCCCC1 | 0.4 | -3 | 1% | -0.3 | -4% | -4% | -14% | 1 | 17
COc1ccc(N2CCN(C(=O)c3ccccc3F)CC2)c([N+](=O)[O-])c1 | -0.4 | -5 | -2% | 0.0 | 20% | -4% | -18% | 1 | 3
CN1CCN/C1=C(/C(Cl)=C(Cl)Cl)[N+](=O)[O-] | . | 6 | 0% | -0.3 | 3.2µM* | 8%[57.1 µM] | -13% | -13 | .
CCOC(=O)c1cc(C)n(CC2CCC(C(=O)Nc3ccc(Cl)cc3)CC2)c1C (centres undefined) | . | 10 | 7% | 1.4 | 24% | -4% | -23% | -1 | .
Cc1sc(-n2c(C)cc(C=O)c2C)c(C(=O)O)c1C | -0.5 | 1 | 0% | 0.3 | -13% | -5%[57.1 µM] | -10% | 0 | 1
O=C(Nc1cc(C(F)(F)F)ccc1N1CCCC1)C1CCCO1 (centres undefined) | -0.3 | -3 | 18% | 0.4 | 8% | 0% | -18% | -6 | -27
CC1(C)Cc2c(C#N)c(N3CCN(C(=O)c4ccccc4)CC3)nc(-c3ccco3)c2CS1 | -0.8 | 33* | -1% | -0.9 | 32µM* | 6% | -6% | -10 | -2
Cc1cc(C)nc(N(C#N)Cc2ccccc2C)n1 | -0.2 | -3 | 1% | -0.1 | 6% | -3% | -20% | 0 | 50*

Reformatted with values under each structure: part of the list above
Every second line gives: D2 ag | TRHR enhancer | mIDH1 inhibitor | TRHR agonist | rTrxR1 inhibitor | TrxR1 substrate | USP1-UAF1 inh | PI4K2A inh | D2 antag
CCC(=O)Nc1ccccc1C(=O)OCC(=O)Nc1ccc(S(N)(=O)=O)cc1
  0.6 | -5 | -1% | 0.2 | -4%[57.1 µM] | 12%[57.1 µM] | -6% | 2 | 18
Cc1ccc(NC(=O)C(C)OC(=O)c2nc(Cl)ccc2Cl)cc1S(=O)(=O)N1CCOCC1 (centres undefined)
  . | . | -2% | . | 0% | -3% | -10% | -7 | .
CCOC(=O)NC(CC(=O)O)c1ccc(OCC)cc1 (centres undefined)
  -0.4 | 3 | 5% | 0.0 | 4%[57.1 µM] | 4%[57.1 µM] | -11% | -2 | 3
COc1ccc(N2CCN(C(=O)c3ccccc3F)CC2)c([N+](=O)[O-])c1
  -0.4 | -5 | -2% | 0.0 | 20% | -4% | -18% | 1 | 3

Arranged by the number under TrxR1 substrate (lowest first): some entries from above
SMILES	TrxR1 substrate
CCn1c(CNC(=O)Cc2ccc(OC)cc2)nnc1SCC(=O)NC1CCCCC1	-4%
Cc1cc(C)nc(N(C#N)Cc2ccccc2C)n1	-3%
COc1ccc(C(=O)Nc2ccc(NC(=O)C3CC3)nc2)cc1	1%

New compounds follow
compound | D2 ag | TRHR enhancer | mIDH1 inhibitor | TRHR agonist | rTrxR1 inhibitor | TrxR1 substrate | USP1-UAF1 inh | PI4K2A inh | D2 antag
O=C(COC(=O)C1=COCCO1)Nc1cccc(Oc2ccccc2)c1 | 1.1 | 4 | 4% | -0.1 | -6% | -9% | -13% | 5 | -9
CC(C)C(OC(=O)c1cccs1)C(=O)NCc1ccccc1 (centres undefined) | 0.2 | -4 | 5% | -0.6 | 23% | 3% | 3% | -1 | -6
C/C(=N\O)c1ncc(C(F)(F)F)cc1Cl | 0.5 | 1 | 8% | -0.3 | 16%[57.1 µM] | 4%[57.1 µM] | -13% | -1 | 9
Cc1ccc(OCC(=O)NCC(=O)OCc2cc(=O)n3nc(CC(C)C)sc3n2)cc1 | -1.6 | 10 | 15% | -0.8 | 0%[57.1 µM] | 0%[57.1 µM] | -8% | -2 | .
O=C(c1cccc(NS(=O)(=O)c2cccc(C(F)(F)F)c2)c1)N1CCOCC1 | 0.6 | 3 | 1% | 0.3 | 23% | 11% | -7% | -7 | 6
O=C(Cc1ccccc1)Nc1ccccc1C(=O)N1CCN(c2ccccc2)CC1 | 0.9 | 0 | 13% | -0.7 | -16% | -10% | -12% | 3 | -6
COC(=O)c1ccc(CN(Cc2ccc(OC)c(OC)c2)S(=O)(=O)c2cc(C(=O)Nc3cccc(C)c3)ccc2F)cc1 | -0.5 | 1 | 5% | 1.3 | 15%[57.1 µM] | 2%[57.1 µM] | -3% | -5 | .
O=C(COc1ccc(C(=O)NCC2CCCO2)cc1)Nc1cccc(C(F)(F)F)c1 (centres undefined) | -0.1 | 1 | 2% | -0.4 | -9% | -11% | 0% | 4 | .
CCCCn1c(N)c(N(CC(C)C)C(=O)c2ccc(N3C(=O)CCC3=O)cc2)c(=O)[nH]c1=O | 1.0 | 1 | 0% | 1.7 | -3% | -3% | -7% | -3 | 7
COc1ccccc1NC(=O)N1CCCC(c2nc3c(nnn3Cc3ccc(C)cc3)c(=O)[nH]2)C1 (centres undefined) | . | 0 | 4% | -0.3 | 4%[57.1 µM] | 6%[57.1 µM] | -20% | -1 | .
O=C(c1cc(-c2ccccc2)on1)N1CCN(c2ccccc2)CC1 | -0.4 | -4 | 8% | 0.0 | 14% | 4% | -16% | -16 | 4
